SUMO1 PPI mod = modulators of human SUMO1-mediated protein-protein interactions. P63165. SUMO1 binding to a labelled peptide, TR-FRET, 1 h. inhibition, % at 20 µM. 0.33% of 360,000 active; in the data active means inhibition above about 37%
Target sequence (P63165 whole entry, looked up): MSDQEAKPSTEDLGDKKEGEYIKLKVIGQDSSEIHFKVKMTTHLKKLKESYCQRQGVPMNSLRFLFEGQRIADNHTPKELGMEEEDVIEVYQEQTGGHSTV
Tb MetRS inh = Trypanosoma brucei MetRS inhibition; 0.4% of 360,000 active; AID 624268; purified T. brucei MetRS, ATP depletion, Kinase-Glo luminescence; inhibition, % at 11.9 µM;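 active means inhibition above a per-plate cutoff of the control wells' mean inhibition plus 3 SD, cut at about 5.5% in these data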;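 further: 0% = DMSO wells median and 100% = median of wells with control inhibitor compound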
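Material: T. brucei methionyl-tRNA synthetase, purified; reagent: substrates ATP, L-methionine and bulk Escherichia coli tRNA; dosing: 11.9 µM single point; timing: 15 min plus 2 h at 25 °C; detection: luminescence of leftover ATP; evaluation: % inhibition; control set: DMSO-only wells as low control; replicates: singlicate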
Scp1 inh = Scp-1 (human) phosphatase inhibition; inhibition, % at 20 µM; Recombinant Scp1, phosphopeptide, malachite green phosphate absorbance; AID 493091; 0.88% of 340,000 active; Q9GZU7;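 active means inhibition above about 50% at 20 µM, limit read from the data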;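 further: plate controls were DMSO wells with enzyme for no effect and wells lacking enzyme for full effect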
Target sequence (Q9GZU7 76-261 limits assumed): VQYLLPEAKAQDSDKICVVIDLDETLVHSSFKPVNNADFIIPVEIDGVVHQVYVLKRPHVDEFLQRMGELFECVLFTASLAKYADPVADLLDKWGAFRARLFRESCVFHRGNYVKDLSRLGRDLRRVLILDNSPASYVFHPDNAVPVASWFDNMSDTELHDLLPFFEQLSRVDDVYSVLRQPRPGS
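Material: truncated SCP-1 phosphatase (76-261aa) / Buffer or medium: 50 mM Tris acetate pH 5.5, 0.005% Tween-20, 10 mM MgCl2 / Compound dosing: one concentration, 20 µM, with 1.0% DMSO / Incubation: 45 min room-temperature reaction, 5 min colour, 30 min stabiliser / Detection: colorimetric free-phosphate detection, absorbance 630 nm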
LMPTP inh = LMPTP (human) inhibition. P24666. recombinant LMPTP-A, OMFP fluorogenic substrate, fluorescence intensity. inhibition, % at 20 µM. 0.22% of 360,000 active. AID 651560;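 active means compounds that cut the enzyme signal by at least half of the control window in the single-dose screen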;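 further: plate controls were DMSO wells with enzyme plus substrate for no effect and substrate without enzyme for full effect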
Target sequence (P24666 whole entry, looked up): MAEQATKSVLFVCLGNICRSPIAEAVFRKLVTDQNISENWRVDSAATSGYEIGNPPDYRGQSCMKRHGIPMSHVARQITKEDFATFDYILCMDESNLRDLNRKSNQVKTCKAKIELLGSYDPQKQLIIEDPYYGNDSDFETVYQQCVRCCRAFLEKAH
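Assay system: LMPTP-A, protein tyrosine phosphatase of low molecular weight / Medium: pH 6.0 Bis-Tris buffer with DTT and Triton X-100 / Schedule: 50 min enzyme reaction at room temperature, protected from light / Measured by: endpoint fluorescence intensity from OMFP dephosphorylation / Read-out basis: % inhibition relative to no-enzyme and uninhibited control wells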
MsrA inhibitor = bovine MsrA inhibition | purified bovine MsrA, absorbance read-out | inhibition, % at 15.5 µM | 0.75% of 360,000 active | AID 651718; in the data active means inhibition above about 4.5%;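 further: 0% = vehicle wells with enzyme and 100% = reference inhibitor wells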
Rpn11 inh = blocks the human proteasome subunit Rpn11; O00487; human 26S proteasome, Ub4-pepOG fluorescence polarization; 20S core pre-blocked with epoxomicin; calls only at 20 µM; 0.59% of 360,000 active; AID 588493;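 active means inhibition at 20 µM, scaled to each plate's controls, above about 33%, limit read from the data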
CSN inh = inhibitors of human CSN-mediated cullin deneddylation. Q92905. Purified CSN, SCF-Nedd8-OG deneddylation, fluorescence polarization. inhibition, % at 12.5 µM. 0.38% of 360,000 active;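 active means pattern-corrected inhibition above about 35%, with an unprinted fluorescence ratio check between 0.5 and 1.5, limit read from the data, passing the limit was not always enough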;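 further: 0% = enzyme with substrate and 100% = substrate without enzyme; some results filed as inactive read as strong as hits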
Target sequence (Q92905 whole entry, looked up, one chain of several): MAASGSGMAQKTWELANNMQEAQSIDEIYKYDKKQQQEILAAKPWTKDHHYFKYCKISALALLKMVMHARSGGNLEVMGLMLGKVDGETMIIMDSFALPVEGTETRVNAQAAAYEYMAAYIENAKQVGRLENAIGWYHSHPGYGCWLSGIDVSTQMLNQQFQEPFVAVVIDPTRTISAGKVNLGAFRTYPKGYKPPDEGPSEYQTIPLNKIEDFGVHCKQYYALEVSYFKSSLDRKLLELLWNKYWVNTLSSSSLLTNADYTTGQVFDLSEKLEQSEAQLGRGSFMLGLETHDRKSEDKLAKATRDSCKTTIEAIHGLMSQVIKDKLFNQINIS
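Test system: Human Csn5 produced in HEK293T cells | Compound: 12.5 µM single point | Times: 90 min, room temperature | Signal: Fluorescence polarization readout | Read-out basis: % inhibition of substrate cleavage by Csn5 | Controls: no-enzyme wells high, enzyme-with-substrate wells low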
STEP block = blocks human striatal-enriched tyrosine phosphatase; recombinant STEP, OMFP fluorogenic substrate, fluorescence; 0.25% of 360,000 active; inhibition, % at 20 µM; AID 588621; P54829;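 active means inhibition at 20 µM, scaled per plate between control wells, above about 37%, limit read from the data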;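 further: 0% = DMSO with enzyme and substrate and 100% = substrate only without enzyme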
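System: isolated STEP enzyme; schedule: 20 min enzyme reaction at room temperature, protected from light; medium: Bis-Tris buffer pH 6.0, 2.5 mM DTT, 0.005% Tween 20; signal: fluorescence, 480/540 nm; dosing: single compound dose of 20 µM, 1% DMSO final; also added: OMFP substrate, 25 µM final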
NadD inh = NadD (S. aureus) enzyme inhibition | purified NadD enzyme, colorimetric absorbance read-out | inhibition, % at 20 µM | 0.78% of 360,000 active | AID 602399; in the data active means inhibition above about 26%; further: some compounds past the cut are filed as inactive
DNMT1 block = inhibitors of human DNMT1; P26358; DNMT1 molecular beacon, Hinp1I cleavage, fluorescence; inhibition (reported as % activation of signal), % at 10 µM; 0.83% of 360,000 active; AID 588458; in the data active means inhibition above about 50%
The depositor's hits bear a star; i = inactive; . = no result given.

SMILES	SUMO1 PPI mod	Tb MetRS inh	Scp1 inh	LMPTP inh	MsrA inhibitor	Rpn11 inh	CSN inh	STEP block	NadD inh	DNMT1 block
COc1ccccc1NC(=O)CN1CCN(Cc2ccccc2)CC1	-2	-0.8	-9	-0.3	1.0	i	0	-3	-5	1
Cc1ccc(NC(=O)CN2CCc3ccccc3C2)cc1S(=O)(=O)N1CCOCC1	1	0.2	-2	0.5	0.6	i	-4	0	-1	6
CC(=O)Nc1ccc(S(=O)(=O)Nc2nc3ccccc3nc2Sc2nncn2C)cc1	-8	-0.3	-6	-1.6	1.9	i	-15	1	-3	7
Cc1cccc(C(=O)NNC(=O)c2csc(N3CCOCC3)n2)c1C	6	-0.4	-11	-0.8	0.2	i	-2	2	-2	-1
CCn1nc(C(=O)N[C@@H](CCSC)c2nc3ccccc3[nH]2)c2ccccc2c1=O	-8	-0.2	-3	-2.5	-0.5	i	-7	2	-5	-2
CCCCC(=O)NC(Nc1ccc(C)cn1)(C(=O)OCC)C(F)(F)F (stereo not drawn)	0	0.5	-2	-2.9	0.2	i	1	-2	-3	1
COc1ccc(C(c2nnnn2C2CCCCC2)N2CCN(c3ccccc3F)CC2)cc1 (stereo not drawn)	0	-1.3	-8	3.9	1.2	i	-3	4	8	-13
CCOc1ccc(NC(=O)CS(=O)CC(=O)NC2CCCc3ccccc32)cc1 (stereo not drawn)	0	-1.3	-2	-0.2	-1.1	i	3	1	6	0
CC1=NNC(=O)C1CCC(=O)N/N=C\c1cccc(Cl)c1 (stereo not drawn)	-6	0.0	-6	0.0	0.7	i	-2	-1	4	-2
COc1cc2c(cc1OC)C(C)N(C(=O)CCNC(=O)c1ccccc1)CC2 (stereo not drawn)	0	-0.5	-1	-1.6	-0.9	i	-4	-4	-6	2
CCOCCOc1cc(NCc2ccccc2)c2ncn(C(C)C)c2c1	-5	0.1	-3	0.8	-0.6	i	10	0	-1	-14
c1ccc(C2c3c(ccc4ccccc34)Oc3ncn4nc(-c5ccco5)nc4c32)cc1 (stereo not drawn)	-2	-0.7	-5	0.9	-0.5	i	7	-1	15	5
CSc1ccc(CN(C)C(=O)CSCC(=O)Nc2cc(C)on2)cc1	-43	-0.6	-9	-9.1	-1.3	i	0	2	-1	-6
O=C(O)C1C2C=CC(C2)C1C(=O)Nc1ccc(Cl)c(Cl)c1 (stereo not drawn)	-1	-0.7	-8	-0.8	-0.8	i	6	3	6	2
CCOC(=O)c1ccc(NC(=O)COc2ccc(S(=O)(=O)NC(C)CC)cc2)cc1 (stereo not drawn)	1	0.1	-4	-0.5	-1.5	i	0	-4	2	-2
O=C(Cn1nnc(-c2ccccc2F)n1)Nc1ccc(C(=O)N2CCOCC2)cc1	0	-1.2	-5	-0.2	-0.4	i	-5	-2	-6	-3
COc1ccc(N(C(=O)c2ccco2)C(C(=O)NC2CCCC2)c2ccc(OC)c(OC)c2)cc1 (stereo not drawn)	0	-0.2	-6	-0.9	-0.4	i	2	-2	-6	2
COc1cc(OC)cc(C2=Cc3ccccc3C(CC(C)=O)N2c2ccc(C#CCCO)cc2)c1 (stereo not drawn)	1	0.3	.	2.2	0.4	.	0	.	4	.
CCN(C(=O)COC(=O)c1ccc2ccccc2c1)c1c(N)n(Cc2ccccc2)c(=O)[nH]c1=O	-3	-0.3	-12	2.4	-0.9	i	-6	3	7	5
Cc1ccc(-c2nn(-c3ccccc3)cc2/C=N/NC(=O)CSc2nnc(C)n2-c2ccccc2)cc1	2	-0.3	-5	3.9	1.2	i	3	4	27	-16
COc1ccccc1NC(=S)NNC(=O)c1nn(C)c(C)c1Cl	0	-0.7	-5	-1.6	1.5	i	3	-5	11	5
CCOC(=O)C1CCCN(C(=O)/C=C/c2ccc([N+](=O)[O-])cc2)C1 (stereo not drawn)	-30	-0.1	-8	-0.8	1.4	i	-8	0	7	-2
C[C@H](NC(=O)c1nc[nH]c1C(=O)N(C)Cc1ccccc1)C(=O)OC(C)(C)C	-3	-0.3	-6	-1.6	-1.6	i	-2	-1	-4	2
Cc1cc(C)cc(N(CC(=O)NC2CCCC2)C(=O)CNC(=O)c2cccs2)c1	-3	-0.5	2	0.3	-1.4	i	-3	0	2	-5
COc1cccc(NC(=O)CN(C)C(=O)c2ccccn2)c1	2	-0.4	-2	-0.9	1.3	i	-3	-1	-6	1

Single records, from the list above. Order of screens: SUMO1 PPI mod, Tb MetRS inh, Scp1 inh, LMPTP inh, MsrA inhibitor, Rpn11 inh, CSN inh, STEP block, NadD inh, DNMT1 block
Profile of `CCOC(=O)c1ccc(NC(=O)COc2ccc(S(=O)(=O)NC(C)CC)cc2)cc1` (stereo not drawn) = 1, 0.1, -4, -0.5, -1.5, i, 0, -4, 2, -2
Profile of `C[C@H](NC(=O)c1nc[nH]c1C(=O)N(C)Cc1ccccc1)C(=O)OC(C)(C)C` = -3, -0.3, -6, -1.6, -1.6, i, -2, -1, -4, 2

The list goes on:
SMILES	SUMO1 PPI mod	Tb MetRS inh	Scp1 inh	LMPTP inh	MsrA inhibitor	Rpn11 inh	CSN inh	STEP block	NadD inh	DNMT1 block
Cc1cc2c(cc1[N+](=O)[O-])NC(CNC(C)C)CC2 (stereo not drawn)	-19	0.2	-5	-0.7	0.1	i	4	1	-2	-1
COc1ccccc1/C=N/NC(=O)c1nnn(-c2nonc2N)c1-c1cccs1	5	0.0	7	-0.1	.	i	0	-3	6	-5
Cc1ccc(NC(=O)C2Cc3ccccc3O/C2=N\O)cc1C (stereo not drawn)	-5	-0.4	-2	-2.5	-0.8	i	3	-2	-5	0
Cc1c(N(C(=O)c2ccccn2)C2(C(=O)NC3CCCCC3)CCCCC2)c(=O)n(-c2ccccc2)n1C	1	-1.5	2	-0.4	-0.5	i	-5	-1	-2	7
COc1ccc2c(c1)CCC/C2=N\Nc1nc(C(=O)NN)cs1	-3	0.0	-2	0.6	0.8	i	-5	-1	22	-18
COc1cc(NC(C)CCCN)c2nc(C)ccc2c1Oc1ccc(F)cc1 (stereo not drawn)	-42	0.0	.	-1.3	-0.2	i	11	6	21	-14
C=C(C)Cn1c(SCC(=O)NCc2ccco2)nc2sc3c(c2c1=O)CCC3	4	0.0	17	0.6	0.6	i	-2	2	0	8
COc1ccc(C(=O)c2cc([N+](=O)[O-])ccc2N2CCOCC2)cc1	-18	-0.2	-7	-0.6	2.1	i	-4	-2	-8	21
N#C/C(=C/c1ccc(N2CCCCCC2)o1)c1cccc(F)c1	-37	-0.5	5	0.7	-0.4	.	13	-11	11	-2
Cn1cnnc1SCc1ccc(C(=O)N=Nc2c(O)n(Cc3ccc(Cl)cc3)c3ccccc23)cc1	9	-0.5	9	11	2.4	i	-5	8	35*	-16
O=C(NN=Cc1ccc2c(c1)OCO2)C1CC1	-11	-0.3	-12	-1.1	1.6	i	-2	0	-5	5
S=c1ccc2ccccc2[nH]1	-8	-0.3	-10	0.2	1.6	i	0	-3	3	-2
Cc1cc(C)c(C#N)c(N2CCN(c3ccccc3F)CC2)n1	0	-0.2	-8	3.7	-0.1	i	1	1	-3	3
COc1ccc(-c2nc(CS(=O)CC(=O)NC3CCCc4ccccc43)c(C)o2)cc1OC (stereo not drawn)	-1	0.3	-17	-0.6	-0.1	i	1	1	1	-1
COc1ccc(C(=O)OCC[N+]2(C)CCCCC2)cc1	1	0.1	-4	-0.8	0.1	i	8	-5	6	2
Cc1ccc(S(=O)(=O)N2CCN(c3ncnc4sccc34)CC2)cc1C	7	-0.5	3	4.6	0.9	i	2	1	4	-2
CC(CCc1ccccc1)NC(=S)NC(=O)c1ccco1 (stereo not drawn)	1	-0.2	-9	0.4	1.0	i	1	-2	-5	-3
Cc1cccc(/C=N/NC(=O)c2ccc(NC(=O)c3ccc(F)cc3)cc2)n1	16	-0.5	-7	-0.3	0.1	i	4	1	-2	-3
COc1ccc(CCNC(=O)c2c(C)nc3ccccn23)cc1	-3	-0.5	2	0.5	0.2	i	0	0	-2	0
Cc1ccc(S(=O)(=O)NC2CCCCC2)c(C)c1NS(C)(=O)=O	-2	-1.1	11	1.9	-2.4	i	-6	-1	-3	4
CCOC(=O)/C(C#N)=C/C1=C(N2CCOCC2)C(C)(C)OCC1	-3	0.2	-7	0.3	-1.2	i	-1	1	-5	1
CN1CCN(S(=O)(=O)c2ccc(NC(=O)c3ccc([N+](=O)[O-])cc3)cc2)CC1	-28	-0.3	-10	0.5	1.6	i	2	0	-4	2
CCc1cc(-c2nnn(CCC3COCCO3)c2CC)ccc1-c1cn(Cc2ccccc2)nn1 (stereo not drawn)	3	-0.4	.	-0.5	0.2	i	7	0	-3	0
COC(=O)/C(NC(C)=O)=C(\C)c1ccc(Cl)cc1	-2	-0.6	0	-1.9	-0.2	i	0	-3	-3	-3

Part of the list above in order of count of non-hydrogen atoms, lowest first:
SMILES	SUMO1 PPI mod	Tb MetRS inh	Scp1 inh	LMPTP inh	MsrA inhibitor	Rpn11 inh	CSN inh	STEP block	NadD inh	DNMT1 block
Cc1cc2c(cc1[N+](=O)[O-])NC(CNC(C)C)CC2 (stereo not drawn)	-19	0.2	-5	-0.7	0.1	i	4	1	-2	-1
CC1=NNC(=O)C1CCC(=O)N/N=C\c1cccc(Cl)c1 (stereo not drawn)	-6	0.0	-6	0.0	0.7	i	-2	-1	4	-2
COc1cccc(NC(=O)CN(C)C(=O)c2ccccn2)c1	2	-0.4	-2	-0.9	1.3	i	-3	-1	-6	1
CCOC(=O)/C(C#N)=C/C1=C(N2CCOCC2)C(C)(C)OCC1	-3	0.2	-7	0.3	-1.2	i	-1	1	-5	1
C=C(C)Cn1c(SCC(=O)NCc2ccco2)nc2sc3c(c2c1=O)CCC3	4	0.0	17	0.6	0.6	i	-2	2	0	8
CCOC(=O)c1ccc(NC(=O)COc2ccc(S(=O)(=O)NC(C)CC)cc2)cc1 (stereo not drawn)	1	0.1	-4	-0.5	-1.5	i	0	-4	2	-2
COc1ccc(-c2nc(CS(=O)CC(=O)NC3CCCc4ccccc43)c(C)o2)cc1OC (stereo not drawn)	-1	0.3	-17	-0.6	-0.1	i	1	1	1	-1
CCc1cc(-c2nnn(CCC3COCCO3)c2CC)ccc1-c1cn(Cc2ccccc2)nn1 (stereo not drawn)	3	-0.4	.	-0.5	0.2	i	7	0	-3	0
Cc1ccc(-c2nn(-c3ccccc3)cc2/C=N/NC(=O)CSc2nnc(C)n2-c2ccccc2)cc1	2	-0.3	-5	3.9	1.2	i	3	4	27	-16

High-throughput results: PubChem, several laboratories
